Bioassay records (PubChem BioAssay)
LMPTP inh: LMPTP (human) inhibition | P24666 | recombinant LMPTP-A, OMFP fluorogenic substrate, fluorescence intensity | inhibition, % at 20 µM | actives 0.22% (n = 360,000) | AID 651560;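 active = compounds that cut the enzyme signal by at least half of the control window in the single-dose screen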;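 note: plate controls were DMSO wells with enzyme plus substrate for no effect and substrate without enzyme for full effect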
Target sequence (P24666 whole entry, looked up): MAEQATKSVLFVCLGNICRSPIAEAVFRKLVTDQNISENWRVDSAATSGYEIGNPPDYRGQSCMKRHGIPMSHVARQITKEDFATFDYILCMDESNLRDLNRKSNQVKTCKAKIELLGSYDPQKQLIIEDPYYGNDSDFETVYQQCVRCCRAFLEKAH
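Test system – LMPTP-A phosphatase enzyme · Quantity – 0.625 nM LMPTP-A final · Reagent – OMFP substrate, 400 µM final · Dosing – one test concentration per compound, 20 µM, with 3% DMSO overall · Timing – 50 min enzyme reaction at room temperature, protected from light · Detection – fluorescence intensity · Controls – substrate-only low control, DMSO enzyme-plus-substrate high control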
Scp-1 inhibitor: inhibitors of human Scp-1 phosphatase. Recombinant Scp1, phosphopeptide, malachite green phosphate absorbance. inhibition, % at 20 µM. AID 493091. actives 0.88% (n = 340,000). Q9GZU7;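 active = inhibition above about 50% at 20 µM, limit read from the data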;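 note: plate controls were DMSO wells with enzyme for no effect and wells lacking enzyme for full effect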
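Test system: SCP-1 phosphatase catalytic domain, residues 76-261 | Compound dosing: One concentration, 20 µM, with 1.0% DMSO | Schedule: 45 min room-temperature reaction, 5 min colour, 30 min stabiliser | Detection: Absorbance at 630 nm | Read-out basis: % inhibition of SCP-1 phosphate liberation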
DNMT1 inh: DNMT1 (human) enzyme inhibition | P26358 | inhibition (reported as % activation of signal), % at 10 µM | DNMT1 molecular beacon, Hinp1I cleavage, fluorescence | actives 0.83% (n = 360,000); in the data active = inhibition above about 50%
SUMO1-SIM PPI: SUMO1-SIM interaction modulation | P63165 | SUMO1 binding to a labelled peptide, TR-FRET, 1 h | inhibition, % at 20 µM | actives 0.33% (n = 360,000); in the data active = inhibition above about 37%
Target sequence (P63165 whole entry, looked up): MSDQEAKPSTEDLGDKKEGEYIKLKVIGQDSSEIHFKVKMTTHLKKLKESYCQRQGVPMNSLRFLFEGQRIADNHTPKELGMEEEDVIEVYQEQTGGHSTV
MsrA inhibitor: bovine MsrA inhibition. purified bovine MsrA, absorbance read-out. inhibition, % at 15.5 µM. actives 0.75% (n = 360,000). AID 651718; in the data active = inhibition above about 4.5%;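 note: 0% = vehicle wells with enzyme and 100% = reference inhibitor wells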
Tb MetRS inh: Trypanosoma brucei MetRS inhibition; AID 624268; actives 0.4% (n = 360,000); inhibition, % at 11.9 µM; purified T. brucei MetRS, ATP depletion, Kinase-Glo luminescence;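 active = inhibition above a per-plate cutoff of the control wells' mean inhibition plus 3 SD, cut at about 5.5% in these data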;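 note: 0% = DMSO wells median and 100% = median of wells with control inhibitor compound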
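Measured by: Kinase-Glo luciferase luminescence reporting remaining unconsumed ATP. Material: purified T. brucei MetRS enzyme. Doses: 11.9 µM compound single dose, 0.9% DMSO. Medium: HEPES buffer containing pyrophosphatase, BSA, spermine, DTT. Times: 15 min preincubation, 2 h reaction, all 25 °C. Reagent: methionine, ATP and bulk E. coli tRNA.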
Rpn11 block: blocks the human proteasome subunit Rpn11; O00487; human 26S proteasome, Ub4-pepOG fluorescence polarization; 20S core pre-blocked with epoxomicin; calls only at 20 µM; actives 0.59% (n = 360,000);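 active = inhibition at 20 µM, scaled to each plate's controls, above about 33%, limit read from the data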
Target sequence (O00487 whole entry, looked up): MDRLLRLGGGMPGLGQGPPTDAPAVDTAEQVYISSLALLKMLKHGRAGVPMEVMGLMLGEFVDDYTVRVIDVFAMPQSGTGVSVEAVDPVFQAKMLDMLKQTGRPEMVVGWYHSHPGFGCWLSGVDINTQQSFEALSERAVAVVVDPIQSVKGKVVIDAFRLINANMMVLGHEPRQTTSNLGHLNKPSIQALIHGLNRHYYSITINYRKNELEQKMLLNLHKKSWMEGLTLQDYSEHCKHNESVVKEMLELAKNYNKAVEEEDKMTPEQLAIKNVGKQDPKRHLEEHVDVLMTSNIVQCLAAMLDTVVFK
STEP inh: STEP (human) phosphatase inhibition; P54829; recombinant STEP, OMFP fluorogenic substrate, fluorescence; inhibition, % at 20 µM; actives 0.25% (n = 360,000); AID 588621;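 active = inhibition at 20 µM, scaled per plate between control wells, above about 37%, limit read from the data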;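 note: 0% = DMSO with enzyme and substrate and 100% = substrate only without enzyme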
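Also added – OMFP at 25 µM · Test system – STEP tyrosine phosphatase · Technique – FITC-channel fluorescence of OMFP product · Schedule – 20 min at room temperature, dark · Evaluation – control-normalized % inhibition with plate pattern correction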
CSN deneddyl inh: CSN deneddylation inhibition. Purified CSN, SCF-Nedd8-OG deneddylation, fluorescence polarization. inhibition, % at 12.5 µM. Q92905. actives 0.38% (n = 360,000);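 active = pattern-corrected inhibition above about 35%, with an unprinted fluorescence ratio check between 0.5 and 1.5, limit read from the data, passing the limit was not always enough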;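 note: 0% = enzyme with substrate and 100% = substrate without enzyme; some results filed as inactive read as strong as hits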
Target sequence (Q92905 whole entry, looked up, one chain of several): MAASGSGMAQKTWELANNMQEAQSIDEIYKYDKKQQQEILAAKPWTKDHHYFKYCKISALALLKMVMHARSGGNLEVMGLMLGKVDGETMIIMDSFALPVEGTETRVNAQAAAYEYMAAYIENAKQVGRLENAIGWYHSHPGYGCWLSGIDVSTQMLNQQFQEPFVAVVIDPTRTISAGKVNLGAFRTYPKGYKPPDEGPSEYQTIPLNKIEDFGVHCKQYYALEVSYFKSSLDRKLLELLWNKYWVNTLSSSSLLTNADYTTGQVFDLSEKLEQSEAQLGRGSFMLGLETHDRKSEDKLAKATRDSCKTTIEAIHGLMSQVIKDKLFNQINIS
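Detection – fluorescence polarization · System – HEK293T-derived human Csn5 enzyme · Controls – substrate-only high control, full reaction low control · Timing – 90 min, room temperature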
NadD block: inhibitors of Staphylococcus aureus NadD | purified NadD enzyme, colorimetric absorbance read-out | inhibition, % at 20 µM | actives 0.78% (n = 360,000); in the data active = inhibition above about 26%; note: some compounds past the cut are filed as inactive
Starred values were filed as active, the others as inactive; i = inactive; · = no result given.

Sample of the layout, 3 compounds:
structure	Tb MetRS inh	STEP inh	NadD block	LMPTP inh	SUMO1-SIM PPI	CSN deneddyl inh	Rpn11 block	MsrA inhibitor	DNMT1 inh	Scp-1 inhibitor
O=C(CN(C(=O)c1csnn1)c1ccccc1)NCc1ccc2c(c1)OCO2	1.0	5	-4	-1.4	2	-1	i	0.0	3	4
CC1(C(=O)Nc2ccc(Cl)cc2)Cc2c(-c3ccc4c(c3)OCO4)ccnc2O1 (configuration not stated)	0.3	1	0	1.4	21	-1	i	0.4	1	·
CCN(CC)CCNCc1ccc(Br)cc1OCC(=O)NCc1ccccc1	0.1	-1	-9	-0.6	0	1	i	-1.6	1	0

This part in full (from the top)
structure	Tb MetRS inh	STEP inh	NadD block	LMPTP inh	SUMO1-SIM PPI	CSN deneddyl inh	Rpn11 block	MsrA inhibitor	DNMT1 inh	Scp-1 inhibitor
O=C(CN(C(=O)c1csnn1)c1ccccc1)NCc1ccc2c(c1)OCO2	1.0	5	-4	-1.4	2	-1	i	0.0	3	4
CC1(C(=O)Nc2ccc(Cl)cc2)Cc2c(-c3ccc4c(c3)OCO4)ccnc2O1 (configuration not stated)	0.3	1	0	1.4	21	-1	i	0.4	1	·
CCN(CC)CCNCc1ccc(Br)cc1OCC(=O)NCc1ccccc1	0.1	-1	-9	-0.6	0	1	i	-1.6	1	0
COc1cc2ccccc2cc1C(=O)NCC(c1cccs1)N(C)C (configuration not stated)	-0.8	2	-6	-0.6	-6	-5	i	-0.6	1	-4
O=C(NC1CCCCCCC1)c1ccc(S(=O)(=O)N2CCCC2)cc1	-0.5	2	-6	-0.9	0	2	i	0.6	-1	-7
CCCCNc1c(-c2ccc(OC)c(SC3CCCCC3)c2)nc2cc(C)ccn12	-0.2	2	-3	16	3	1	i	0.8	-12	8
Cc1ccc(C(=O)NNC(=O)c2ccncc2)cc1[N+](=O)[O-]	-0.4	-3	0	-1.1	27	-1	i	1.3	9	-10
COc1ccc(CNCCCSc2ncccn2)cc1OC	0.8	-4	0	-3.4	8	3	i	-0.8	-11	-6
Cc1cccc(C)c1OCc1cc(C(=O)NCC2CCCCC2)no1	-0.4	4	1	0.6	4	1	i	-1.2	2	-10
Cc1cc(NC(=O)CSc2nnc(-c3cccnc3)n2C2CCCCC2C)no1 (configuration not stated)	-0.4	1	4	-1.9	-1	-2	i	-0.6	0	1
COC(CNC(=O)C1CCCN(S(=O)(=O)c2c(C)noc2/C=C/c2cccs2)C1)OC (configuration not stated)	-0.4	-3	-7	-0.2	-15	-2	i	3.8	-1	-6
O=C(CCCC(=O)c1ccccc1)Nc1ccc(F)cc1	-0.8	1	-6	-1.5	-5	-2	i	-0.9	5	-12
COc1ccccc1NC(=O)Nc1ccc2c(c1)CCC2	-0.6	-1	0	2.2	3	3	i	0.5	0	-14
CCOC(=O)CCc1c(C)n(CC)c2cc(-c3ccccc3OC)nn2c1=O	-2.6	1	1	-0.2	1	-1	i	0.7	3	6
CC(=O)OCC(=O)C1(O)CCC2C3CC(F)C4=CC(=O)CCC4(C)C3C(=O)CC21C (configuration not stated)	-0.2	-2	1	-0.4	4	-2	i	0.7	-3	-2
COc1ccc(NC(=O)CCNS(=O)(=O)c2ccc3c(c2)c(=O)n(C)c(=O)n3C)c(OC)c1	0.4	-3	-4	0.2	4	-3	i	0.5	1	1
CCOc1cc(/C=C/c2cccc[n+]2C)ccc1OCC(=O)Nc1ccc(C)cc1	0.5	-4	7	-0.3	-25	1	i	1.5	0	4
CCOc1ccc2nc(Cl)c(C3CC(c4ccco4)=NN3S(=O)(=O)c3ccccc3)cc2c1 (configuration not stated)	0.0	0	36*	3.0	-14	19	i	1.5	-14	-17
CS(=O)(=O)N(CC(=O)NCCSCc1c(F)cccc1Cl)c1ccc2c(c1)OCO2	0.1	-3	-5	-0.3	3	-5	i	0.8	1	-6
Cc1ccsc1/C=C/c1ccc2cccc(O)c2n1	0.4	2	13	6.0	-12	2	i	2.0	-22	-3

Continued.
structure	Tb MetRS inh	STEP inh	NadD block	LMPTP inh	SUMO1-SIM PPI	CSN deneddyl inh	Rpn11 block	MsrA inhibitor	DNMT1 inh	Scp-1 inhibitor
C[C@@H]1CN([C@H](C)CO)C(=O)CCCn2nncc2CO[C@@H]1CN(C)S(=O)(=O)c1cccs1	-1.1	1	3	-4.3	-2	8	i	1.3	0	·
CN(C)c1ccc(/C=N/NC(=O)c2nnn(-c3nonc3N)c2CN(C)c2ccccc2)cc1	-0.3	-1	37*	2.3	1	3	i	0.8	2	10
CCOc1ccc(NC(=O)C(C)SC(N)=O)cc1 (configuration not stated)	0.2	1	2	-0.1	2	-1	i	1.5	2	-2
O=C1/C(=C/c2ccc(C(=O)O)cc2)CCC/C1=C\c1ccc(C(=O)O)cc1	0.3	0	1	-0.7	-7	3	i	8.8*	33	1
Cc1ccc(C(=O)N/C(=C/c2ccc(-c3ccc(Br)cc3)o2)C(=O)NC2CCS(=O)(=O)C2)cc1 (configuration not stated)	-0.7	0	-10	0.8	1	-3	i	0.1	-7	-5
COc1ccc(CN(C)C(=O)C2CCN(C(=O)Nc3ccccc3)CC2)cc1OC	-0.1	-2	0	-0.5	-5	0	i	0.5	1	-1
COc1cn(-c2ccccc2)nc1C(=O)OCC(=O)Nc1ccc(C)c(C)c1	-0.5	0	-1	-1.4	1	-2	i	0.7	30	-10
CCOC(=O)C1=C(CNC(C)(C)CC(C)(C)C)NC(=O)NC1c1cccc([N+](=O)[O-])c1 (configuration not stated)	0.9	-4	-9	0.0	-16	4	i	-0.7	-5	-8
CC(=O)Nc1ccc(NC(=O)CSc2nc3ccccc3nc2N2CCC(C)CC2)cc1	-0.3	2	-8	4.0	-8	7	i	1.2	2	-3
CCOC(=O)C1=C(C)NC(=O)C(C(N)=O)C12CCCCC2 (configuration not stated)	0.2	-2	-1	0.9	2	1	i	-1.1	-4	-5
COCCn1c(C)cc(C2=NNC(=Nc3ccc(F)cc3)SC2)c1C	0.8	1	22	1.2	-1	0	i	0.7	-28	-4
CCOC(=O)C1CCCN(c2cc(=O)n(-c3ccccc3Cl)c(=O)[nH]2)C1 (configuration not stated)	-0.2	-3	-4	-1.6	5	-6	i	1.4	0	-16
O=C(Nc1c(-c2ccccc2)nc2ccccn12)c1cccs1	0.4	1	0	-1.0	2	-1	i	0.4	2	-13
Cc1noc(C)c1-c1csc(N2CCC(C(N)=O)CC2)n1	-0.3	-2	-1	-0.8	-12	4	i	0.0	19	0
CCCC(=O)NC(C)c1nc2ccccc2n1C(C)C (configuration not stated)	-0.4	-3	-5	-2.7	3	-3	i	1.1	5	-8
Cc1cc(SCC(=O)N/N=C/c2ccc(O)c(O)c2O)c(C)cc1Br	76*	3	13	11	3	-7	i	2.1	-13	-14
Cc1ccc(CN2CCC(n3nccc3NC(=O)C3CCOC3)CC2)cc1C (configuration not stated)	-0.3	-1	-9	0.0	3	0	i	2.1	2	0
COc1ccc(-c2cc(C(=O)N3CCN(c4ccccc4O)CC3)c3ccccc3n2)cc1OC	0.0	3	7	3.3	-7	1	i	2.9	-14	-13
COc1cc(C(=O)Oc2ccc3ccc(O)cc3c2)cc(OC)c1OC	-0.2	-2	-10	1.8	6	-2	i	-0.2	-9	-9
CCN1CCc2c(OCc3ccc(C(=O)OC)o3)cccc2C1=O	-0.2	0	2	-0.9	0	5	i	-1.0	-2	1

Single records, as listed above. Screens in order: Tb MetRS inh	STEP inh	NadD block	LMPTP inh	SUMO1-SIM PPI	CSN deneddyl inh	Rpn11 block	MsrA inhibitor	DNMT1 inh	Scp-1 inhibitor
Listed for CC(=O)Nc1ccc(NC(=O)CSc2nc3ccccc3nc2N2CCC(C)CC2)cc1 = -0.3	2	-8	4.0	-8	7	i	1.2	2	-3
Listed for CCOC(=O)C1=C(C)NC(=O)C(C(N)=O)C12CCCCC2 (configuration not stated) = 0.2	-2	-1	0.9	2	1	i	-1.1	-4	-5

The list goes on:
structure	Tb MetRS inh	STEP inh	NadD block	LMPTP inh	SUMO1-SIM PPI	CSN deneddyl inh	Rpn11 block	MsrA inhibitor	DNMT1 inh	Scp-1 inhibitor
CC/C(=C/c1ccccc1)c1cccc2[nH]c3c(OC)cccc3c12	0.0	-5	0	2.8	2	0	i	-0.8	-27	-2
COc1ccc(NS(=O)(=O)c2ccc(N3CCCC3)c(N)c2)cc1	0.1	2	1	4.2	-1	-1	i	0.0	-5	-4
O=C1C(=O)N(Cc2ccccc2)C(c2cccc(O)c2)/C1=C(\O)c1ccc2c(c1)OCCO2 (configuration not stated)	0.0	1	18	6.6	-7	-2	i	1.5	-3	-8
COc1ccc(S(=O)(=O)Nc2ccc(N(C)C(C)=O)cc2)cc1	-0.3	16	-2	-1.6	-2	-4	i	0.4	-2	-2
Cc1ccc(C(=O)c2c[nH]c3c(F)cc(F)cc3c2=O)cc1	-0.4	-1	1	0.5	-6	-3	i	0.1	5	2
Cc1ccc(S(=O)(=O)N(C)C)cc1NC(=O)c1ccc2ccccc2n1	-0.7	1	-11	1.8	4	1	i	-0.1	-1	-11
COc1ccc(Oc2ccc(N/C=C/C(=O)C(C)(C)C)cc2)cc1	-0.3	12	-2	-0.2	0	6	i	0.2	2	-1
C#CCNC(=O)C1=C[C@H](c2ccc(C(F)(F)F)cc2)C[C@H](OCc2ccc(CO)cc2)O1	0.2	2	-6	0.1	5	-3	i	-0.1	-6	-5
Cc1noc(C)c1COc1ccc(C(=O)Nc2ncccc2O)cc1	-0.2	-1	-1	-0.3	-6	0	i	0.1	-1	2
O=c1nc(Nc2ccc(OCc3ccccc3)cc2)sc2ncccc12	0.1	-2	-3	-1.6	3	1	i	0.9	-1	1
COc1ccc(Cl)cc1NC(=O)NNC(=O)C(=O)Nc1ccc(F)cc1	-0.2	1	11	0.1	2	-2	i	0.0	27	·
CCOC(=O)C1(Cc2cccc(OC)c2)CCN(Cc2cccnc2)CC1	0.1	0	1	0.4	-5	-7	i	1.9	-1	-7

Three compounds already listed, ordered by number of heavy atoms, high to low:
structure	Tb MetRS inh	STEP inh	NadD block	LMPTP inh	SUMO1-SIM PPI	CSN deneddyl inh	Rpn11 block	MsrA inhibitor	DNMT1 inh	Scp-1 inhibitor
O=c1nc(Nc2ccc(OCc3ccccc3)cc2)sc2ncccc12	0.1	-2	-3	-1.6	3	1	i	0.9	-1	1
CC/C(=C/c1ccccc1)c1cccc2[nH]c3c(OC)cccc3c12	0.0	-5	0	2.8	2	0	i	-0.8	-27	-2
COc1ccc(S(=O)(=O)Nc2ccc(N(C)C(C)=O)cc2)cc1	-0.3	16	-2	-1.6	-2	-4	i	0.4	-2	-2

Outcome played no part in choosing rows (roughly 3.9% active in at least one column).
